Source: PubChem BioAssay (NCI)
NCI-60 one-dose screen, 48 h, at 10 µM unless noted. Numbers give growth in % (100 = growth as untreated, 0 = no growth, -100 = all killed).
SN12C = SN12C renal cancer cells. 3.8% of 81,000 active
TK-10 = TK-10 renal cancer cells; 3.9% of 81,000 active
UO-31 = UO-31 renal cancer; 5.2% of 81,000 active; AID 1794768
SF-268 = SF-268 CNS cancer cells; 3.1% of 82,000 active; AID 1794759
U251 = U251 CNS tumor cells. 5.4% of 80,000 active
786-0 = 786-0 renal cancer cells | 5.1% of 81,000 active | AID 1794775
SF-295 = SF-295 CNS cancer cells | 5.6% of 79,000 active
CAKI-1 = CAKI-1 renal cancer; 4.7% of 75,000 active
Starred values were filed as active, the others as inactive; & = joins results of further samples; ! = a repeat was not active. The calls were made as follows: active = growth percent below 10; inactive = the rest.

CN1CCN(c2ccc3nc(/N=C/c4ccc5sc(-c6ccc(Cl)cc6)nc5c4)sc3c2)CC1 was read as SN12C 100, TK-10 102, UO-31 96, SF-268 106, U251 93, 786-0 101, SF-295 92 and CAKI-1 101.
CSc1nc(Nc2ccc(S(=O)(=O)Nc3ccon3)cc2)c(C#N)c(-c2ccc(Cl)cc2)n1 was read as SN12C 108, UO-31 86, SF-268 105, U251 88, 786-0 95, SF-295 113 and CAKI-1 102.
Screening CCOC(=O)CC1C(COC(=O)NC)OC(n2cnc3c(NC(=O)Nc4ccccc4)ncnc32)C1O[Si](C)(C)C(C)(C)C (stereo not given) returned SN12C 35, TK-10 88, UO-31 42, SF-268 60, U251 52, 786-0 73, SF-295 66 and CAKI-1 61.
`COc1cc(C=O)ccc1OC(C)=O` gave SN12C 101, TK-10 105, UO-31 94, SF-268 100, U251 98, 786-0 105, SF-295 102 and CAKI-1 103.
`Cn1c(=O)[nH]c2nc(SC/C(=N/O)c3ccc([N+](=O)[O-])cc3)[nH]c2c1=O` gave SN12C 101, TK-10 93, UO-31 84, SF-268 97, U251 100, 786-0 103, SF-295 96 and CAKI-1 94.
`CCOC(=O)c1ccc2c(c1)nc(NS(=O)(=O)c1ccc(Br)cc1)n2-c1cc(OC)c(OC)c(OC)c1` gave SN12C 89, TK-10 92, UO-31 85, SF-268 89, U251 90, 786-0 91, SF-295 95 and CAKI-1 60.
For Cc1nn(-c2ccccc2)c(C)c1N=Nc1ccc(Br)cc1 the results were SN12C 94, TK-10 74, UO-31 75, SF-268 90, U251 80, 786-0 85, SF-295 98 and CAKI-1 81.
For CC1=C(CCCOC(=O)NCCCl)C2=C(C)C3(CC3)[C@@](C)(O)C(=O)C2=C1 the results were SN12C 46, TK-10 10.0*, UO-31 -42*, SF-268 14, U251 54, 786-0 12 and SF-295 1.4*.
Cc1c(C(N)=O)sc2nc(SCc3nnc(-c4ccc(Cl)cc4)o3)n(Cc3ccccc3)c(=O)c12 was read as SN12C 104, TK-10 101, UO-31 85, SF-268 106, U251 100, 786-0 99, SF-295 94 and CAKI-1 101.
Screening O=C(NNc1ccccc1)OCCCl returned SN12C 104, TK-10 100, UO-31 70, SF-268 87, U251 98, 786-0 96, SF-295 98 and CAKI-1 75.
`O=C(C/C(=C/c1ccccc1[N+](=O)[O-])c1nc(=S)[nH][nH]1)c1ccc(Cl)c(Cl)c1` gave SN12C 86, TK-10 124, UO-31 68, SF-268 91, U251 91, 786-0 95, SF-295 99 and CAKI-1 69.
`COC(=O)C(Cc1cccc(-c2ccc(OC)nc2)c1)NC(=O)OCc1ccccc1` (stereo not given) gave SN12C 103, TK-10 94, UO-31 73, SF-268 97, U251 89, 786-0 88 and SF-295 100.
`O=C(CN1C(=O)NC(c2ccccc2)(c2ccccc2)C1=O)c1ccc(N2CCCC2)cc1` gave SN12C 103, TK-10 98, UO-31 67, SF-268 98, U251 77, 786-0 100, SF-295 72 and CAKI-1 71.
Screening CS(=O)(=O)c1ccc(N/N=C/c2c(-c3ccc(S(C)(=O)=O)cc3)[nH]c3ccc(F)cc23)cc1 returned SN12C 36, TK-10 35, UO-31 54, SF-268 39, U251 11, 786-0 16, SF-295 -53* and CAKI-1 57.
Screening O=C(Oc1ccc[nH]c1=O)c1cc([N+](=O)[O-])cc([N+](=O)[O-])c1 returned SN12C 107, TK-10 90, UO-31 97, SF-268 116, U251 109, 786-0 101 and SF-295 113.
CCC(=O)C[n+]1cc2ccccc2c2ccccc21 was read as SN12C 101, TK-10 99, UO-31 80, SF-268 107, U251 99, 786-0 104, SF-295 101 and CAKI-1 89.
For COc1ccc(/C=N\NC(=O)CCCCC(=O)N/N=C\c2ccc(OC)cc2)cc1 the results were SN12C 95&107, TK-10 122&96, UO-31 83&88, SF-268 103&102, U251 84&110, 786-0 110&107, SF-295 112&94 and CAKI-1 104&96.
Screening O=C(NCC1Cc2cccc(-c3ccncc3)c2O1)c1csc2c1CCCC2 (stereo not given) returned SN12C 96, TK-10 102, UO-31 77, SF-268 97, U251 92, 786-0 99, SF-295 92 and CAKI-1 97.
For Cc1cnc(SCc2ccc(Cl)cc2Cl)nc1SCc1ccc(Cl)cc1Cl the results were SN12C 89, TK-10 100, UO-31 83, SF-268 105, U251 100, 786-0 108 and SF-295 112.
Screening Cc1cc(N)c2ccccc2[n+]1CCCCCCCCCC[n+]1c(C)cc(N)c2ccccc21 returned SN12C 5.3*, TK-10 35&21, UO-31 65&19, SF-268 28&23, U251 -51*!, 786-0 21&19, SF-295 8.5* and CAKI-1 70&31.

Brought forward from above: 6 entries, then new ones.
Screening O=C(Oc1ccc[nH]c1=O)c1cc([N+](=O)[O-])cc([N+](=O)[O-])c1 returned SN12C 107, TK-10 90, UO-31 97, SF-268 116, U251 109, 786-0 101 and SF-295 113.
CCC(=O)C[n+]1cc2ccccc2c2ccccc21 was read as SN12C 101, TK-10 99, UO-31 80, SF-268 107, U251 99, 786-0 104, SF-295 101 and CAKI-1 89.
For COc1ccc(/C=N\NC(=O)CCCCC(=O)N/N=C\c2ccc(OC)cc2)cc1 the results were SN12C 95&107, TK-10 122&96, UO-31 83&88, SF-268 103&102, U251 84&110, 786-0 110&107, SF-295 112&94 and CAKI-1 104&96.
Screening O=C(NCC1Cc2cccc(-c3ccncc3)c2O1)c1csc2c1CCCC2 (stereo not given) returned SN12C 96, TK-10 102, UO-31 77, SF-268 97, U251 92, 786-0 99, SF-295 92 and CAKI-1 97.
For Cc1cnc(SCc2ccc(Cl)cc2Cl)nc1SCc1ccc(Cl)cc1Cl the results were SN12C 89, TK-10 100, UO-31 83, SF-268 105, U251 100, 786-0 108 and SF-295 112.
Screening Cc1cc(N)c2ccccc2[n+]1CCCCCCCCCC[n+]1c(C)cc(N)c2ccccc21 returned SN12C 5.3*, TK-10 35&21, UO-31 65&19, SF-268 28&23, U251 -51*!, 786-0 21&19, SF-295 8.5* and CAKI-1 70&31.
Screening N#Cc1c(N)nc2c(c(N)nn2-c2ccccc2)c1-c1ccccc1 returned SN12C 99, TK-10 97, UO-31 85, SF-268 96, U251 98, 786-0 103, SF-295 102 and CAKI-1 97.
For Oc1cc(O)c2c(=S)cc(-c3ccc(Cl)cc3)oc2c1 the results were SN12C 26, TK-10 59, UO-31 18, SF-268 37, U251 20, 786-0 75, SF-295 91 and CAKI-1 76.
For OC(O)C(F)(F)F the results were SN12C 112, TK-10 102, UO-31 81, SF-268 106, U251 102, 786-0 99, SF-295 91 and CAKI-1 107.
Screening Oc1ccc(-c2nnc(SCc3ccc(O)c4ncccc34)o2)cc1 returned SN12C 6.1*, TK-10 14, UO-31 -5.7*, SF-268 16, U251 13, 786-0 21, SF-295 0.2* and CAKI-1 3.4*.
Screening Nc1nc(SCc2ccccc2)sc1C(=O)N1CCCCC1 returned SN12C 91, TK-10 106, UO-31 81, SF-268 94, U251 92, 786-0 96 and CAKI-1 100.
For COc1ccc(C2=N[C@@H](C)C(=O)c3c(nc4ccccn34)N2)cc1 the results were SN12C 98, TK-10 99, UO-31 56, SF-268 104, U251 99, 786-0 99, SF-295 98 and CAKI-1 93.
`C/C(Cc1ccc(Cl)cc1)=C(\c1ccc(OCCCN(C)C)cc1)c1ccc(OC(=O)c2ccccc2)cc1` gave SN12C 99, TK-10 99, UO-31 81, SF-268 100, U251 98, 786-0 88, SF-295 95 and CAKI-1 95.
CNc1ncc(-c2ccc(C(F)(F)F)cc2)c(NC2CCCCCC2)n1 was read as SN12C 84, TK-10 83, UO-31 38, SF-268 100, U251 59, 786-0 79, SF-295 79 and CAKI-1 61.
C[C@]12CC[C@@H]3c4ccc(OS(=O)(=O)O)cc4CC[C@H]3[C@@H]1CC[C@@H]2NS(=O)(=O)c1cccc(Br)c1 was read as SN12C 83, TK-10 86, UO-31 38, SF-268 65, 786-0 72, SF-295 58 and CAKI-1 59.
`NC(CSSCC(N)C(=O)O)C(=O)O` (stereo not given) gave SN12C -11*, TK-10 20, UO-31 14, SF-268 28, U251 27, SF-295 11 and CAKI-1 11.
C=CC(=O)Nc1cccc(C)c1Nc1cc(-c2cccnc2Cc2c(C)c(OC)cc(OC)c2C)ncn1 was read as SN12C 30, TK-10 -8.6*, UO-31 51, SF-268 6.8*, U251 -16*, 786-0 16, SF-295 43 and CAKI-1 36.
COc1ccc(-c2cc(-c3cc(OC)c(OC)c(OC)c3)c(C#N)c(N3CCOCC3)n2)cc1O was read as SN12C 60, TK-10 73, UO-31 57, SF-268 50, U251 51, 786-0 69, SF-295 42 and CAKI-1 51.
For CCCCCCCC/C=C\CCCCCCCC(=O)OCCCCCCCCCCCCCCCC the results were SN12C 106, TK-10 121, UO-31 90, SF-268 106, U251 98, 786-0 107, SF-295 97 and CAKI-1 92.
`O=S(=O)(O)NS(=O)(=O)O` gave SN12C 98, TK-10 103, UO-31 100, SF-268 107, U251 92, 786-0 100, SF-295 94 and CAKI-1 87.
`COc1cc(-c2nnc(-c3c(-c4ccccc4)nc4ncccn34)o2)cc(OC)c1OC` gave SN12C 89, TK-10 106, UO-31 65, U251 99, 786-0 101, SF-295 99 and CAKI-1 92.
`CC(C)NC1(C(N)=O)CCNCC1` gave SN12C 96, TK-10 103, UO-31 87, SF-268 103, U251 98, 786-0 110, SF-295 98 and CAKI-1 92.
For CC12C(=O)N(c3nccs3)C(=O)C1(C)C1CCC2O1 (stereo not given) the results were SN12C 102, TK-10 104, UO-31 81, SF-268 112, U251 98, 786-0 99, SF-295 130 and CAKI-1 109.
`O=C1C=C(NCCN2CCCC2)C(=O)c2c(OCc3ccccc3)cccc21` gave SN12C 89, TK-10 112, UO-31 58, SF-268 86, U251 84, 786-0 102, SF-295 91 and CAKI-1 68.
CCN1C(=O)N(CC)C2C1NC(=S)N2/N=C/c1ccc(C(F)(F)F)cc1 (stereo not given) was read as SN12C 82, TK-10 95, UO-31 62, SF-268 78, U251 71, 786-0 80, SF-295 66 and CAKI-1 37.
Screening COc1ccc(C(=O)Nc2nc3ccc(OC(F)(F)F)cc3o2)cc1 returned SN12C 103, TK-10 115, UO-31 118, SF-268 83, U251 109, 786-0 106, SF-295 100 and CAKI-1 99.
O=c1oc2ccccc2cc1-c1cnc2ccccc2n1 was read as SN12C 93, TK-10 118, UO-31 84, SF-268 98, U251 95, 786-0 100, SF-295 99 and CAKI-1 107.
`CC(=O)OC(NC(=O)NC(OC(C)=O)C(Cl)(Cl)Cl)C(Cl)(Cl)Cl` (stereo not given) gave SN12C 99, TK-10 93, UO-31 83, SF-268 100, U251 96, 786-0 101, SF-295 99 and CAKI-1 91.
`CCc1ccc(Nc2n[nH]c(-c3cccs3)c2C#N)cc1` gave SN12C 87, TK-10 141, UO-31 65, SF-268 88, U251 86, 786-0 91, SF-295 90 and CAKI-1 79.
`Fc1ccc(NCc2nnc(-c3ccccc3Cl)o2)cc1Cl` gave SN12C 109, TK-10 104, UO-31 93, SF-268 106, U251 99, 786-0 96, SF-295 91 and CAKI-1 92.
Screening CNC(=O)c1ccc2n1[C@H](C)c1ccccc1-2 returned SN12C 127, TK-10 140, UO-31 101, SF-268 108, U251 109, 786-0 115, SF-295 99 and CAKI-1 111.
`O=C1C(=O)N(CN2CCN(c3cc(=O)[nH]c4ccc(F)cc34)CC2)c2ccccc21` gave SN12C 91, TK-10 144, UO-31 90, SF-268 97, U251 109, 786-0 105, SF-295 111 and CAKI-1 91.
For CCCCN1C(=O)c2cccc3c(-c4ccc(-c5nc6c7ccccc7c7ccccc7c6[nH]5)cc4)ccc(c23)C1=O the results were SN12C 102, TK-10 82, UO-31 89, SF-268 107, U251 83, 786-0 101, SF-295 98 and CAKI-1 94.
For CCCCCCCCn1ccc2cc(NC(=O)CN3CCN(c4cc(C)nc(N5CCCCC5)n4)CC3)ccc21 the results were SN12C 86, TK-10 100, UO-31 52, SF-268 98, U251 84, 786-0 86, SF-295 103 and CAKI-1 92.
Screening Nc1cc(-c2cccc(OC(F)(F)F)c2)nc2ccc(N3CCCC3)cc12 returned SN12C 26&28&26, TK-10 41&44&47, UO-31 -6.9*!, SF-268 28&28&26, U251 1.4*, 786-0 9.5*!, SF-295 9.1*! and CAKI-1 42&35&31.
COc1nc2ccc(C)cc2cc1/C=C1/C=C(c2ccccc2)OC1=O was read as SN12C 103, TK-10 113, UO-31 93, SF-268 93, U251 106, 786-0 91, SF-295 94 and CAKI-1 89.
Screening O=C(Oc1ccc(Cl)cc1)Oc1ccc(Cl)cc1 returned SN12C 116, TK-10 125, UO-31 84, SF-268 112, U251 110, 786-0 103, SF-295 107 and CAKI-1 102.
`Nc1nc(-c2ccccc2)c(N=Nc2ccccc2)s1` gave SN12C 62, TK-10 79, UO-31 24, SF-268 50, U251 62, 786-0 51, SF-295 66 and CAKI-1 31.
Screening Cc1cnc(N)nc1OCCNC(=O)c1cccc(-c2ccc(S(=O)(=O)Nc3ccc4c(c3)N(C(=O)C3CC3)CCC4)cc2)c1 returned SN12C 80, TK-10 93, UO-31 77, SF-268 75, U251 88, 786-0 82, SF-295 78 and CAKI-1 77.
Screening COc1ccc(S(=O)(=O)Nc2ccc(-c3ccc4c(c3)NC(=O)/C4=C\c3ccc[nH]3)cc2)cc1OC returned SN12C -0.9*, TK-10 12, UO-31 55, SF-268 65, U251 -59*, 786-0 -9.1*, SF-295 56 and CAKI-1 -11*.
Screening O=C(/C=C/c1cn(-c2ccccc2)nc1-c1ccccc1)CCC(=O)NO returned SN12C 102, TK-10 104, UO-31 88, SF-268 97, U251 106, 786-0 97, SF-295 96 and CAKI-1 95.
`NC(N)=NN=C(c1ccccc1)c1ccccc1` gave SN12C 51, TK-10 46, UO-31 64, SF-268 46, U251 32, 786-0 26, SF-295 43 and CAKI-1 50.
Brc1ccc(-c2cnc3sc4ccccc4n23)cc1 was read as SN12C 92, TK-10 179, UO-31 54, SF-268 102, U251 101, 786-0 113 and CAKI-1 80.
`CC(=O)n1cc(/C=C2\N=C(c3ccc(Cl)cc3)N(c3ccc(S(=O)(=O)Nc4ccccn4)cc3)C2=O)c2ccccc21` gave SN12C 85, TK-10 110, UO-31 72, SF-268 90, U251 82, 786-0 80 and SF-295 92.
